# RGS4 act – RGS4 potentiators or activators, primary screen, cell-based, HEK293 M3R inducible RGS4, calcium flux; actives 0.92% (n = 310,000); B-score at 10 µM; carbachol calcium flux Fluo4; active compounds read low;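 active = B-score of the integrated calcium signal more than 4 SD below the library mean, with starting fluorescence not abnormally high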;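 also: negative B-score means reduced calcium response which marks RGS4 activation or potentiation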
#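 Also added: carbachol at ECmax as muscarinic agonist stimulus; Assay system: HEK293 cells with stable M3R and inducible RGS4; Timing: overnight RGS4 induction, 30 min dye load 37 °C, 20 min compound RT; Measured by: Fluo4-AM (2 µM) calcium-flux fluorescence, kinetic read.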
# TMEM16A inh – TMEM16A chloride channel inhibitors, primary screen, cell-based, HTS | HEK293 TMEM16A/YFP iodide influx fluorescence, ionomycin | Anoctamin-1 (Mus musculus), Q8BHY3 | actives 1.2% (n = 310,000) | normalized B-score (activity score, 25-100; higher = stronger inhibition) at 10 µM;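 active = ratio plate-corrected score three or more library SD toward inhibition, starting fluorescence score within five deviations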;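 also: score derived from kinetic fluorescence span divided by baseline fluorescence per well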
# MrgX1 agonist – agonists of human MrgX1 receptor, primary screen, HEK293 cells, Fluo-4 calcium flux. Mas-related G-protein coupled receptor member X1 (Homo sapiens), Q96LB2. Fluo-4 calcium fluorescence, agonist mode; active compounds read high. B-score at 10 µM. actives 0.44% (n = 310,000). AID 588627, 2011;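 active = calcium response B-score plate-corrected fluorescence ratio at least 3 library SD, with starting fluorescence B-score inside 5 SD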
# Target sequence (Q96LB2 whole entry, looked up): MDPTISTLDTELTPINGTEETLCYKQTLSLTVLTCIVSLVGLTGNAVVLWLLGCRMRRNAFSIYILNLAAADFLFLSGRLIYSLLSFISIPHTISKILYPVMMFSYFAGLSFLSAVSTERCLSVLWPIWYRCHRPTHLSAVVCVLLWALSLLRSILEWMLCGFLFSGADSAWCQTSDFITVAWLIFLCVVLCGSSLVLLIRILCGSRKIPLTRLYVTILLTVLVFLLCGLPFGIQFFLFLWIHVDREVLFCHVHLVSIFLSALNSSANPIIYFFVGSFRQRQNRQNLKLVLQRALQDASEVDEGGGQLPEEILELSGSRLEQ
#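 Test system: HEK293 cells stably expressing human MrgX1 receptor; amount: 15,000 cells per well; doses: compound delivered in addition one of three; times: overnight plating before 1 h dye loading; detection: Fluo-4 NW calcium-flux fluorescence, kinetic read; read-out basis: B-scored fluorescence response ratio; controls: positive and negative controls per plate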
# MrgX1 PAM – positive allosteric modulators of MrgX1, primary screen, HEK293 cells, Fluo-4 calcium flux | Mas-related G-protein coupled receptor member X1 (Homo sapiens), Q96LB2 | FDSS; active compounds read high | actives 0.63% (n = 310,000) | B-score at 10 µM;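 active = plate-corrected calcium response at least 3 library SD above typical, normal starting fluorescence, not activating the receptor alone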;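 also: compound read alongside a low EC10 to EC30 dose of BAM8-22 agonist; peak minus trough fluorescence over baseline measured at the second addition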
# TRPC6 act – mouse TRPC6 channel activators, primary screen, cell-based, HEK293, membrane potential dye. HEK293-TRPC6 membrane potential dye fluorescence; active compounds read high. B-score at 10 µM. actives 0.13% (n = 310,000);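 active = B-score of the integrated fluorescence ratio above library mean plus 3 SD, and starting fluorescence ratio within library mean plus 5 SD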;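 also: higher score means more depolarization so channel activation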
# SKKanGAS inh – S. pyogenes SKKanGAS growth inhibitors in kanamycin, primary screen, streptokinase expression inhibitor project, SKKanGAS strain, BacTiter-Glo luminescence | 6 h | inhibition, % at 7.5 µM | AID 1662, 2009 | actives 1.3% (n = 300,000);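 active = mean replicate score, as percent of positive control median, at least 50; inconclusive = mean below 50 but one replicate at or above 50; inactive = mean and every replicate below 50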;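 also: strain carries kanamycin resistance gene driven by streptokinase promoter and grows in 40 µg/ml kanamycin; loss of luminescence reflects streptokinase promoter inhibition or plain growth inhibition; 0% = median of DMSO wells and 100% = positive control at its reference dose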
# ANO1 activ – TMEM16A chloride channel activators or potentiators, primary screen, cell-based, HTS; actives 0.3% (n = 340,000); HEK293 TMEM16A/YFP-H148Q/I152L, iodide quench fluorescence; active compounds read low; B-score at 10 µM; Anoctamin-1 (Mus musculus), Q8BHY3;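 active = fluorescence-ratio B-score plate-corrected deviation score at least 3 library SD below zero, with starting fluorescence score within 5 deviations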;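 also: channel opened by trigger with iodide after compound preincubation; score built on the fluorescence ratio of max minus min over baseline; more negative score means more quench and so TMEM16A activation or potentiation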
# HDAC3 inhib – HDAC3 deacetylase inhibitors, primary screen, biochemical, fluorescence, cell-free homogeneous | Histone deacetylase 3 (Homo sapiens), O15379 | recombinant HDAC3, fluorogenic peptide/trypsin coupled | inhibition, % at 8.3 µM | actives 0.15% (n = 320,000) | AID 2718, 2010; in the data active = inhibition above about 26%, passing the limit was not always enough; inconclusive = no clear call, values can overlap the other calls
# Target sequence (O15379 whole entry, looked up): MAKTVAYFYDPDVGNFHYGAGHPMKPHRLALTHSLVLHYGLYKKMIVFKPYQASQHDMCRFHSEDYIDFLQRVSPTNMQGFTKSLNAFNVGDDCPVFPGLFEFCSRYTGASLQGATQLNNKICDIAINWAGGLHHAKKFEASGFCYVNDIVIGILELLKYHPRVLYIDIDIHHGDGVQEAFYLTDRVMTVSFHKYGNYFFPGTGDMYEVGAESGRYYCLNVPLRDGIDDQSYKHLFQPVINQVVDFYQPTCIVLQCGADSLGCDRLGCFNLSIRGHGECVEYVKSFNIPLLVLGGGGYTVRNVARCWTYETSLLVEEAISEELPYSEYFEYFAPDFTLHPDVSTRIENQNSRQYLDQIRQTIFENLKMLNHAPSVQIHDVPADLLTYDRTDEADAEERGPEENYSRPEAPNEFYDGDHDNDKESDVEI
# TRPC6 inhibitor – mouse TRPC6 channel inhibitors, primary screen, cell-based, HEK293, membrane potential dye; Short transient receptor potential channel 6 (Mus musculus), Q61143; ACh-evoked depolarization; active compounds read low; B-score at 10 µM; actives 1.1% (n = 310,000); AID 2553, 2010;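 active = B-score under library mean minus 3 SD, initial fluorescence not abnormally high, positive integrated signal ratio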;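 also: B-score derived from integrated fluorescence ratio over the kinetic read; more negative B-score means stronger inhibition of depolarization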
# RGS4 block – RGS4 inhibitors, primary screen, cell-based, HEK293 M3R inducible RGS4, calcium flux; Regulator of G-protein signaling 4 (Homo sapiens), P49798; Fluo-4 calcium flux; active compounds read high; triggered by carbachol at its EC20; B-score at 10 µM; actives 0.45% (n = 310,000);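 active = B-score, a plate-corrected calcium signal, over three deviations above library mean, with baseline fluorescence within five deviations of library mean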;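 also: RGS4 expression induced by doxycycline in cells with stable M3 receptor; B-score is computed from the integrated fluorescence ratio over baseline after carbachol; higher B-score means a larger calcium signal and so more RGS4 inhibition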
# Target sequence (P49798 whole entry, looked up): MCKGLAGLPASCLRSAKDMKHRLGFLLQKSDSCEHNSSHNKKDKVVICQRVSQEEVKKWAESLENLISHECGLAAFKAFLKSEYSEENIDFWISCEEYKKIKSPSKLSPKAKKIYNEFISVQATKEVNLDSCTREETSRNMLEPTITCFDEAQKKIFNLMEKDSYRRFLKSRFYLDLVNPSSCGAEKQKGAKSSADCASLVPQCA
# MrgX1 antagonist – antagonists of human MrgX1 receptor, primary screen, HEK293 cells, Fluo-4 calcium flux; actives 1.3% (n = 310,000); AID 588676, 2011; B-score at 10 µM; BAM8-22 antagonism; active compounds read low;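 active = calcium-response B-score plate-corrected more than 3 library SD below zero, starting fluorescence within 5 deviations, no agonist response on first addition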;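 also: peak minus trough fluorescence over baseline after final BAM8-22 challenge near maximal dose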
# * hit, by the source's call; i = inactive; u = inconclusive; x = no result given. Hits appear at their usual frequency. Share with any hit: about 6.7%.
# Sequence of screens – RGS4 act	TMEM16A inh	MrgX1 agonist	MrgX1 PAM	TRPC6 act	SKKanGAS inh	ANO1 activ	HDAC3 inhib	TRPC6 inhibitor	RGS4 block	MrgX1 antagonist
CC(=O)Nc1cccc(CNCc2cccc(NC(C)=O)c2)c1
→ i	i	i	i	i	-12	i	6	i	i	i
Cc1ccc(C(=O)Oc2ccc(-c3nccc(-c4ccccn4)n3)cc2)cc1
→ i	i	i	i	i	2	i	-2	i	i	i
O=C(Cc1ccccc1)NNC(=O)Nc1ccccc1
→ i	i	i	i	i	3	i	4	i	i	i
COc1cc2c(cc1OC)C(C)=NCC2
→ i	i	i	i	i	3	i	-54	i	i	i
Nc1ncc2c(n1)-c1ccoc1CC2
→ i	i	i	i	i	6	i	-7	i	i	i
COC(=O)/C=C1\NCCSC1=O
→ i	i	i	i	i	0	i	3	i	i	i
O=C(OC(C(=O)c1c[nH]c2ccccc12)c1ccccc1)c1cnccn1 (stereo not drawn)
→ i	i	i	i	i	-2	i	0	i	i	i
CC(=O)NCc1c(Cl)cccc1-n1cccc1
→ i	i	i	i	i	-4	i	0	i	i	i
Cn1cnnc1SCC(=O)c1cccc([N+](=O)[O-])c1
→ i	i	i	i	i	2	i	0	i	i	i
C=C(C)CN(CC)C(=O)c1ccc(OC2CCN(S(=O)(=O)N(C)C)CC2)cc1
→ i	i	i	i	i	0	i	-2	i	i	i
CC(OC(=O)c1ccc(Cl)nc1)C(=O)NCc1ccc2c(c1)OCO2 (stereo not drawn)
→ i	i	i	i	i	-13	i	0	i	i	i
COc1ccc(CN2CCNC(=O)C2CC(=O)NCCCC2CCCC2)c(C)c1C (stereo not drawn)
→ i	i	i	i	i	2	i	-2	i	i	i
CCCS(=O)(=O)Nc1cccc(-c2ccc3nnc(C)n3n2)c1
→ i	i	i	i	i	0	i	-4	i	i	i
COC(=O)CSc1nnc(CNC(=O)c2cc(OC)c(OC)c(OC)c2)n1C
→ i	i	i	i	i	2	i	5	i	i	i
c1ccc(CNc2nc(NCc3ccccc3)c3ccccc3n2)cc1
→ i	i	i	i	i	1	i	-6	i	i	i
CCn1c(N2CCN(C(=O)Nc3ccc(F)cc3)CC2)nc2ccccc21
→ i	i	i	i	i	1	i	u	i	i	i
O=C(COc1cccc2c1CCNC2=O)Nc1cccc(F)c1
→ i	i	i	i	i	-13	i	-5	i	i	i
O=C(Nc1ccccc1)c1ccccc1OCc1ccc(F)cc1
→ i	i	i	i	i	0	i	5	i	i	i
O=C(Nc1ccccc1O)c1cc(S(=O)(=O)N2CCOCC2)c(Cl)cc1Cl
→ i	i	i	i	i	1	i	1	i	i	i
O=C(O)CN1C(=O)C(=O)N(Cc2c(F)cccc2Cl)C1=O
→ i	i	i	i	i	0	x	0	i	i	i
CCn1c(SCC(=O)N/N=C/C=C/c2ccccc2[N+](=O)[O-])nnc1-c1ccc(Cl)cc1
→ i	i	i	i	i	6	x	6	i	i	i
Cc1ccc(C(=O)CSc2nnc(-c3cccnc3)n2N)cc1
→ i	i	i	i	i	-3	i	5	i	i	i
Cc1nn(S(=O)(=O)c2ccc(Br)cc2)c(C)c1S(=O)(=O)N1CCOCC1
→ i	i	i	i	i	0	i	0	i	i	i
O=C1OC(c2cccs2)=N/C1=C\c1ccc(-c2cccc(Cl)c2)o1
→ i	i	i	i	i	2	i	9	i	i	-5.1*
Cc1ccc(S(=O)(=O)Nc2ccc3nc(C)sc3c2)cc1
→ i	25*	i	i	i	-1	i	-2	i	i	i
Cc1ccc(-c2nnc(Nc3ccc(C(=O)N(C)C)cc3)c3ccccc23)cc1S(=O)(=O)NC(C)(C)CO
→ i	i	i	i	i	8	i	5	i	i	i
O=C(CC1C(=O)N(c2ccccc2)C(=O)N1Cc1ccco1)Nc1ccccc1 (stereo not drawn)
→ i	i	i	i	i	2	i	-1	i	i	i
COc1ccc(NC(=S)NCC2CCCO2)c(OC)c1 (stereo not drawn)
→ i	i	i	i	i	3	i	-5	i	i	i
CC(C)NC(=O)CN1CCC(c2ccccc2)C(O)C1 (stereo not drawn)
→ i	i	i	i	i	-8	i	1	i	i	i
Cc1cccc(NC(=O)C2C3C=CC4(O3)C2C(=O)N(CCCN2CCCC2)C4C(=O)NC2CCCC(C)C2C)c1 (stereo not drawn)
→ i	i	i	i	i	8	i	-1	i	i	i
O=C(Nc1nc2ccsc2c(=O)s1)C1CCC1
→ i	i	i	i	i	4	i	5	i	i	i
COc1cc(-c2cc(-c3ccc(F)cc3)nc(N)c2C#N)ccc1O
→ i	i	i	i	i	1	i	1	i	i	i
COc1ccc(-c2csc(CCn3nc(C)cc3C)n2)cc1OC
→ i	i	i	i	i	-3	i	x	i	i	i
CCc1cc(C(=O)NC2CCCc3c2cnn3-c2cccc(C)c2C)n(C)n1 (stereo not drawn)
→ i	i	i	i	i	-1	x	2	i	i	i
Cc1ccc(S(=O)(=O)N2CCCCC2)cc1NC(=O)CSc1ncn[nH]1
→ i	i	i	i	i	0	i	18	i	i	i
CCCCc1c(O)c2ccccc2[nH]c1=O
→ i	i	i	i	i	-4	i	-6	i	i	i
O=C(CSc1nnc(CNC(=O)c2ccccc2F)o1)NCCc1ccccc1
→ i	i	i	i	i	2	i	-2	i	i	i
CN(Cc1ccccc1)S(=O)(=O)c1ccc(Cl)c(C(=O)OCC(N)=O)c1
→ i	i	i	i	i	-10	i	x	i	i	i
Cc1cc(C(F)(F)F)c2c(C)nn(CCc3nn[nH]n3)c2n1
→ i	i	i	i	i	-5	i	-14	i	i	i
Oc1c(CN2CCOCC2)ccc2ccccc12
→ i	x	x	x	i	4	i	x	i	i	x
Cc1ccc2c(c1)C(c1ccc(O)cc1)(c1ccc(O)cc1)C(=O)N2C
→ i	i	i	i	i	-4	i	-3	i	i	i
CCCCC(c1nnnn1C1CCCC1)N1CCN(C(=O)c2ccco2)CC1 (stereo not drawn)
→ i	i	i	i	i	4	i	4	i	i	i
COC(=O)c1sc(NC(=S)NC(=O)c2ccccc2Cl)nc1C
→ i	i	i	i	i	11	i	6	i	i	i
CN1CCN(c2nc(-c3ccccc3Cl)nc3ccccc23)CC1
→ i	i	i	i	i	1	i	8	i	i	i
Cc1c(Cl)cccc1NC(=S)NCCC(c1ccccc1)c1ccccc1
→ i	i	i	i	i	79*	i	7	i	i	i
Cc1cc(C(=O)Nc2ccccc2)oc(=O)c1
→ i	i	i	i	i	-5	i	-3	i	i	i
COCc1nnc(NC(=O)C2CCN(C(=O)c3ccco3)CC2)s1
→ i	i	i	i	i	-2	i	-3	i	i	i
CCC(CC)C(=O)c1c[nH]c(C(=O)NCc2cccs2)c1
→ i	i	i	i	i	-1	i	1	i	i	i
Cc1ccc(NC(=O)CCc2ccc(C)o2)c(C)c1
→ i	i	i	i	i	-5	i	-1	i	i	i
Cc1cc(C(=O)NCc2cccs2)no1
→ i	i	i	i	i	-5	i	4	i	i	i
O=C1CC(NC(=O)C(F)(F)F)c2cc3c(cc21)OCO3 (stereo not drawn)
→ i	i	i	i	i	-9	i	13	i	i	i
Cc1cccc(C2c3[nH]c4ccccc4c3CCN2C(=O)c2ocnc2C)n1 (stereo not drawn)
→ i	i	i	i	i	1	i	-3	i	i	i
C=CCn1c(SCc2csc(-c3ccc(Cl)cc3)n2)nnc1-c1ccccc1OC
→ i	i	i	i	i	5	i	8	i	i	i
O=[N+]([O-])c1ccc2nccn2c1
→ i	i	i	i	i	3	i	-4	i	i	i
Cc1cc(C(=O)NNc2ccc(F)cc2F)no1
→ i	i	i	i	i	-6	i	-3	i	i	i
CC1c2cc3c(cc2CCN1CC(=O)Nc1ccc(S(=O)(=O)N2CCCC2)cc1)OCCCO3 (stereo not drawn)
→ i	i	i	i	i	1	i	-9	i	i	i
Cc1ccc(-c2csc3nc4cc(C(N)=O)ccc4c(=O)n23)cc1
→ i	i	i	i	i	-6	i	-4	i	i	i
O=c1sc2ccccc2n1CCOc1ccccc1
→ i	i	i	i	i	13	x	12	i	i	i
Cc1cc(C)c(S(=O)(=O)/N=C2\C=C(Nc3ccc(C(=O)O)cc3)C(=O)c3ccccc32)c(C)c1
→ i	25*	i	i	i	112*	i	4	i	i	i
Cc1nc2c(C)cccc2cc1C(=O)N/N=C/c1ccc(O)cc1
→ i	i	i	i	i	9	i	8	i	i	i

# More records
# Sequence of screens – RGS4 act	TMEM16A inh	MrgX1 agonist	MrgX1 PAM	TRPC6 act	SKKanGAS inh	ANO1 activ	HDAC3 inhib	TRPC6 inhibitor	RGS4 block	MrgX1 antagonist
O=C(N/N=C/c1cn(-c2ccccc2)nc1-c1cccs1)c1ccccc1F
→ -7.4*	i	i	i	i	16	i	-9	i	i	i
O=c1oc2c(CN3CCOCC3)c(O)c(Cl)cc2c2c1CCCC2
→ i	i	i	i	i	16	i	-391	i	i	i
CC(C)CSc1nnc2[nH]c(=O)cc(N)n12
→ i	i	i	i	i	12	i	0	i	i	i
Cc1cccc(C(C)C)c1NC(=O)CSc1nncn1C
→ i	i	i	i	i	2	i	-14	i	i	i
CC(=O)Nc1ccc(NC(=O)CSc2nc(=O)n3cccc(C)c3n2)cc1
→ i	i	i	i	i	-4	i	-4	i	i	i
CC(=O)c1ccc(NC(=O)N2C3CCC2CC(O)(c2cccnc2)C3)cc1 (stereo not drawn)
→ i	i	i	i	i	3	i	4	i	i	i
NC(=S)N/N=C/c1cc([N+](=O)[O-])ccc1Cl
→ i	i	i	i	i	-2	i	4	i	i	i
O=[N+]([O-])c1ccc(OCn2cncn2)cc1
→ i	i	i	i	i	-2	i	6	i	i	i

# Screening data as filed in PubChem BioAssay.
